Screening data (PubChem BioAssay)
ARNT-TACC3 inh: disrupts binding between human ARNT and TACC3. Q9Y6A5. AlphaScreen His-ARNT PAS-B/GST-TACC3 binding, luminescence; TACC3 fragment carries E629A point mutation. inhibition, % at 9.99 µM. actives 0.66% (n = 390,000). AID 623870;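 active means mean inhibition of replicates at least 50% and at least half of replicates each reaching 50%; inconclusive means half or more replicates reach 50% but mean below 50%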;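 further: 0% = complete ARNT plus TACC3 wells and 100% = ARNT alone without TACC3; many hits fall short of the cut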
Casp6 inh: blocks human caspase-6 cleavage activity; actives 0.53% (n = 350,000); AID 686996; inhibition, % at 12.5 µM; purified caspase-6, Z-VEID-R110 cleavage fluorescence;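 active means mean inhibition across replicates at least about 35%, with every replicate also reaching that limit, limit read from the data; inconclusive means only one of the two criteria met; inactive means neither criterion met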;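 further: 0% = median of neutral control wells and 100% = no fluorescence left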
E-sel inducer: E-selectin induction on HUVECs; HUVEC E-selectin immunofluorescence imaging; normalized: neutral wells 0, TNF-alpha wells 100; activation, % at 7.58 µM; actives 0.37% (n = 260,000);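 active means mean E-selectin-positive cell signal at least 10% of the positive control, reached in at least 60% of replicates, without over 20% cell loss; inconclusive means no rule given, readout overlaps actives, possibly toxicity-flagged; inactive means the rest, including those meeting only one limit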;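 further: in these data hits start at about 27%; measured in HUVEC primary endothelial cells; signal is the percent of cells scored E-selectin positive by PE staining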
Target sequence (P16581 whole entry, looked up): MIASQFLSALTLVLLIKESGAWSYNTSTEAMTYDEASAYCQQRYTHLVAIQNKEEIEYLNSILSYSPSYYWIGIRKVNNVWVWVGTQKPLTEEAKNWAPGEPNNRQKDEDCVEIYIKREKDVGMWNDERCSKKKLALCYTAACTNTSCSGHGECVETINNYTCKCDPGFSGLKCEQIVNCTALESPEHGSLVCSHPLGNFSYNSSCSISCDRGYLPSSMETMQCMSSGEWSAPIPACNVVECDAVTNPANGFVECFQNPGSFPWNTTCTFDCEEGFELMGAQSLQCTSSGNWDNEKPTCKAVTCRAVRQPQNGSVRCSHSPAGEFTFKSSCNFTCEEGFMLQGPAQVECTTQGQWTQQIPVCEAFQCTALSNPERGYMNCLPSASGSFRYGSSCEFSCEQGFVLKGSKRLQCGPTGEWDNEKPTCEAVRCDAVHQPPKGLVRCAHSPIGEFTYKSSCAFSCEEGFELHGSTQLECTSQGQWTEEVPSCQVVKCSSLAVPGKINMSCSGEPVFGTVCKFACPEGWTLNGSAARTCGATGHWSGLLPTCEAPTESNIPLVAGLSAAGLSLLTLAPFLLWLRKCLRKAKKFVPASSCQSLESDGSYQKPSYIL
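Read-out: % PE-positive cells | Test system: HUVEC | Doses: One compound dose added by pin transfer | Buffer or medium: EGM-2 over gelatin coat | Signal: Immunofluorescence imaging | Benchmarks: TNF-alpha, DMSO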
RAD54 inh: RAD54 (human) branch migration inhibition. Q92698. RAD54 Holliday junction branch migration, FAM/BHQ fluorescence. inhibition, % at 10.4 µM. actives 0.14% (n = 360,000);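 active means mean normalized replicate activity at least 40 and at least half of replicates scoring 40 or more; inconclusive means only one of the two criteria met; inactive means mean below 40 and under half of replicates reaching 40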;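 further: 0% = median of neutral control wells and 100% = median of positive control wells; inhibitors cause a drop in the FAM fluorescence signal; in these data hits start at about 50%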
PglD DTNB: blocks C. jejuni PglD acetyltransferase activity; inhibition, % at 12.5 µM; purified PglD enzyme, DTNB colorimetric CoA detection; actives 0.098% (n = 360,000); AID 602405; in the data active means inhibition above about 16%, passing the limit was not always enough; inconclusive means no clear call, values can overlap the other calls; further: strong numbers were not always called active
ERp5 block: blocks human ERp5 reductase activity on insulin; ERp5 insulin aggregation, absorbance 650 nm, 90 min; actives 0.05% (n = 350,000); inhibition, % at 9.99 µM; AID 651711;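 active means mean replicate inhibition above about 25%, with every replicate also reaching it, limit read from the data, passing the limit was not always enough; inconclusive means only one of those two criteria met; inactive means neither criterion met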
Target sequence (Q15084 whole entry, looked up): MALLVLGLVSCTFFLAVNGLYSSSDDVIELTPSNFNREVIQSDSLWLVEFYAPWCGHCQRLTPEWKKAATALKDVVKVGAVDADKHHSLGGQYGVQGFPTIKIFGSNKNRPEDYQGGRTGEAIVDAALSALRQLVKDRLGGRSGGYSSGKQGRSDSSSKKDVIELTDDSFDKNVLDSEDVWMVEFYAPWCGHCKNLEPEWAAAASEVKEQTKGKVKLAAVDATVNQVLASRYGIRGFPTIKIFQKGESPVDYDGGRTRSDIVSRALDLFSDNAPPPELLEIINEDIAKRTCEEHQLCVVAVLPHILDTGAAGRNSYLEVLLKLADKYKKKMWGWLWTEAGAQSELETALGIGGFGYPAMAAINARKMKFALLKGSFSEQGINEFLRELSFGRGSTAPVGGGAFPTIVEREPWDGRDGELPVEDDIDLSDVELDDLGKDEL
RAD52 inh: blocks human RAD52 DNA annealing | recombinant RAD52 DNA annealing, FRET fluorescence | inhibition, % at 18.7 µM | actives 0.46% (n = 360,000) | AID 651710;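 active means every replicate showing at least 50% inhibition; inconclusive means mean inhibition at least 50% but not in every replicate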
esBAF inh: SWI/SNF esBAF complex inhibition | actives 2% (n = 350,000) | mouse ES cells, Bmi1-luciferase knock-in reporter, 24 h; 100% = twice the neutral-well signal | reporter increase, % at 12.5 µM | AID 602393; in the data active means activation above about 40%; inconclusive means no clear call, values can overlap the other calls;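 further: 0% = median of the plate's neutral control wells and 100% = double that signal; a rise in the Bmi1 reporter signal indicates esBAF inhibition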
* hit, by the source's call; ? = inconclusive; · = no result given; & = joins results of further samples.

SMILES	ARNT-TACC3 inh	Casp6 inh	E-sel inducer	RAD54 inh	PglD DTNB	ERp5 block	RAD52 inh	esBAF inh
OC(c1ccc(Cl)c(Cl)c1)c1ncc(-c2ccc(Cl)cc2)[nH]1 (centres undefined)	·	16	0.2	-15	-1	3	-3	-10
O=C(C(=O)N1CCN(S(=O)(=O)c2ccccc2)CC1)c1cccc(C(F)(F)F)c1	·	-1	0.1	·	·	-4	-6	·
COc1ccc(-c2c(C(F)(F)F)nn(C)c2NC(=O)c2ccco2)cc1	0	1	-0.1	·	·	-1	-11	·
COc1ccc(C(C#N)=Cc2ccc(OC)c(OC)c2)cc1	·	0	-0.2	2	3	4	-6	68*
COc1ccc(/C=C2\N=C3CCCCCN3C2=O)cc1	3	0	-1.1	6	·	7	-4	·
C/C(=N\NC(=O)CNc1cccc2ccccc12)c1ccccc1	2	8	4.2	·	·	0	-1	·
CC(C)(C)OC(=O)C[C@H]1C/C=C\C[C@@H](CC(=O)N[C@H](CO)Cc2ccccc2)C(=O)N2CCC[C@H]2COC1=O	-11	-2	2.0	-2	1	3	-3	6
Cc1ccccc1NC(=O)CCC(=O)N/N=C/c1ccncc1	10	-5	-0.1	6	3	3	-10	-4
C#CCOCCOCCOCCNc1nc(N2CCN(C(=O)Cn3cc(CCO)nn3)CC2)nc(N2CCN(C(=O)[C@H]([C@@H](C)O)n3cc(CCCCN)nn3)CC2)n1	-7	-12	0.3	17	-3	1	-6	1
Cc1cc(C)nc(-n2ncc3c2CCCC3=O)n1	-14	2	·	·	·	-3	-7	·

Arranged by value in PglD DTNB (rising): three from the list above.
structure	ARNT-TACC3 inh	Casp6 inh	PglD DTNB	ERp5 block	RAD52 inh	esBAF inh
OC(c1ccc(Cl)c(Cl)c1)c1ncc(-c2ccc(Cl)cc2)[nH]1 (centres undefined)	·	16	-1	3	-3	-10
CC(C)(C)OC(=O)C[C@H]1C/C=C\C[C@@H](CC(=O)N[C@H](CO)Cc2ccccc2)C(=O)N2CCC[C@H]2COC1=O	-11	-2	1	3	-3	6
COc1ccc(C(C#N)=Cc2ccc(OC)c(OC)c2)cc1	·	0	3	4	-6	68*

(more compounds)
SMILES	ARNT-TACC3 inh	Casp6 inh	E-sel inducer	RAD54 inh	PglD DTNB	ERp5 block	RAD52 inh	esBAF inh
O=C(C[C@H]1C[C@@H]2c3cc(NC(=O)c4cccnc4)ccc3O[C@@H]2[C@@H](CO)O1)NCc1cccc(F)c1	-1	2	-0.3	7	2	-3	-3	2
Cc1csc(-c2cc(C(=O)NCc3ccc(F)cc3)n[nH]2)c1	·	29	-0.1	6	14	2	-7	-5
COCCCN1C(=O)C(=O)/C(=C(/O)c2ccc(S(=O)(=O)N3CCCCC3)cc2)C1c1ccc(F)cc1 (centres undefined)	-23	-6	·	5	0	-15	-18	2
CCOC(=O)c1oc2cccc(O)c2c1C	-2	·	·	7	-7	·	·	48*
O=C(NCCN1CCOCC1)C1CC(=O)N(c2ccc(F)c(Cl)c2)C1 (centres undefined)	3	·	·	-1	2	·	·	-2
Cc1nnc(SCC(=O)NC2CCCCC2)s1	-7	-3	·	·	·	4	-11	·
O=C(Nc1cnn(Cc2ccc(F)cc2)c1)c1cnn2c(C(F)F)cc(-c3ccccc3)nc12	-2	-2	·	·	·	-1	-2	-6
CCCCc1nnc(NC(=O)Cc2ccc(S(=O)(=O)N3CCOCC3)s2)s1	9	4	6.3	-5	-6	-4	-44	1
COCCN(C(=O)c1cc2c(s1)CCCCC2)c1c(N)n(CC(C)C)c(=O)[nH]c1=O	-9	6	-0.5	-4	0	6	-7	5
CCCCC1(Br)C(=O)N(c2ccccc2)N(c2ccccc2)C1=O	-20	0	-0.3	7	1	-4	-24	-5
C[C@@H]1CCCCO[C@@H](CN(C)Cc2ccccc2)[C@H](C)CN([C@H](C)CO)C(=O)c2cc(NC(=O)Cc3ccccc3)ccc2O1	-2	-3	·	11	2	-2	6	1
CN1C(=O)c2cc(NC(=O)c3cccs3)ccc2OC[C@@H]2O[C@@H](CC(=O)NCCN3CCCCC3)CC[C@H]21	-7	3	0.0	2	1	10	10	-2
CCOc1cc2[nH]c(=S)n(Cc3ccc(C)o3)c(=O)c2cc1OCC	-10	-1	·	5	1	-2	-4	8
CCCCC(CC)CO (centres undefined)	-23	1	·	8	7	-11	-3	-2
CNC(=O)NC(=O)CSc1ncc(C(F)(F)F)cc1Cl	6	·	·	9	3	·	·	-4
CCn1nnnc1SCC(=O)NCc1ccco1	0	·	-1.9	6	2	·	·	-1
Cc1cc(C(=O)Nc2cccc3c2O[C@@H](CN(C)Cc2ccc(Cl)c(Cl)c2)[C@H](C)CN([C@H](C)CO)C3=O)n(C)n1	14	3	-0.1	-2	-1	-1	16	0
COc1ccc(OCCCC(=O)OCC(=O)NNC(=O)c2ccc([N+](=O)[O-])cc2)cc1	-5	-1	-0.4	6	-6	3	-10	0
C[C@@H]1CN([C@@H](C)CO)S(=O)(=O)c2ccc(C#CC3CCCC3)cc2O[C@H]1CN(C)Cc1cncnc1	-5	1	1.1	1	4	0	3	2
C/C=C/c1ccc([C@@H]2[C@H]3CN(C(=O)c4ccncc4)CC(=O)N3[C@H]2CO)cc1	·	3	-0.1	·	·	1	0	·
Cc1cccc(Oc2ccccc2NC(=O)CN2C(=O)NC3(CCCC3)C2=O)c1	1	8	-0.1	-2	-1	-6	-4	1
Clc1ccc(N=c2ssnc2Cl)nc1	-10	18	0.1	·	·	1	-2	·
CCN(CC)S(=O)(=O)c1ccc(/C=C/C(=O)OCC(=O)Nc2cccnc2Cl)cc1	·	2	0.4	1	4	·	-24	-8
CCOc1ccc(NC(=O)COC(=O)CNC(=O)c2ccc(-c3ccccc3)cc2)cc1	-4	-5	-0.1	2	-4	3	-9	5
O=C(c1ccsc1)N1CCCC(Nc2ccc(F)c(F)c2)C1 (centres undefined)	-1	2	·	7	-5	8	-6	-6
CC=Cc1ccc2n(c1=O)C[C@@H]1[C@@H](CO)[C@H](C(=O)NC3CCC3)[C@H]2N1Cc1ccncc1 (mixture of isomers)	·	1	-0.1	·	·	8	-17	·
Cc1nnc(N2C(=O)C(O)=C(C(=O)c3ccco3)C2c2ccc(F)cc2)s1 (centres undefined)	1	4	·	-7	-4	-2	-87	1
CC1CCCCC12NC(=O)N(CC(=O)N1CCN(C(=O)c3cccs3)CC1)C2=O (centres undefined)	-4	1	·	4	0	-4	-15	6
COc1cccc(NC(=O)C2(C)CCCN2C(=O)C(C)C)c1 (centres undefined)	·	0	0.0	-2	-1	3	-36	-7
CS(=O)(=O)c1ccc(Cl)c(NC(=O)COC(=O)c2ccc(S(=O)(=O)N3CCCC3)cc2)c1	0	1	0.0	-6	-1	1	-9	3
CN1CCN(c2ccc(CNS(=O)(=O)c3cccc(F)c3)cc2)CC1	-3	-19	·	-1	-7	·	-7	6
C[C@@H]1CN([C@H](C)CO)C(=O)CCCn2nncc2CO[C@H]1CN(C)S(=O)(=O)c1ccccc1F	-18	1&-3	·	2&3	-5&5	0&0	-7&2	-7&0
CC(=O)Nc1cccc(OCCCOc2cccc([N+](=O)[O-])c2)c1	2	-1	0.0	·	·	-4	-12	·
COc1ccc([N+](=O)[O-])cc1N(CC1CO1)S(=O)(=O)c1ccc(C)cc1 (centres undefined)	5	4	·	·	·	-21	-25	5
COc1ccccc1C#Cc1cnc2c(c1)C(=O)N([C@H](C)CO)C[C@H](C)[C@H](CN(C)C(=O)CC1CC1)O2	-1	0	0.2	3	-3	2	-5	-3
CCCOc1ccc(CSc2ncn[nH]2)cc1	-3	·	·	-7	0	·	·	27
CCC1CCCCN1S(=O)(=O)c1c(C)n(C)c(=O)n(C)c1=O (centres undefined)	0	9	·	-12	-5	-17	-5	·
COc1cccc(C(=O)NNS(=O)(=O)c2ccc(F)cc2)c1	1	0	-0.1	-2	8	-17	2	-3
Cc1cc(C(=O)CSc2nc3ccccc3o2)c(C)n1C1CC1	-9	·	·	-4	-5	·	·	36
O=C(C[C@@H]1C[C@H]2c3cc(NC(=O)CC4CC4)ccc3O[C@H]2[C@H](CO)O1)NCc1cc(F)ccc1F	-1	-2	0.2	-4	1	-4	-1	0
Nc1nonc1-n1nnc(C(=O)N/N=C/c2ccc(Cl)cc2)c1-c1ccc2c(c1)OCO2	-1	-4	·	-4	5	-6	-20	-1
CCN(CC(=O)Nc1ccc2c(c1)OCCO2)CC(=O)Nc1ccc(C)c([N+](=O)[O-])c1	12	0	12	1	8	-1	-11	1
O=C(N[C@H]1CC[C@H](CCn2cc(-c3cccnc3)nn2)O[C@@H]1CO)c1ccccc1F	27	6	2.6	-10	1	-2	-5	2
CC(=O)N(C)C[C@H]1OCc2ccccc2-c2c(n(C)c3ccccc23)C(=O)N([C@@H](C)CO)C[C@H]1C	12	-3	0.3	-2	1	0	12	3
COc1ccc(CCNC(=O)C(=O)NCC2OCCN2S(=O)(=O)c2ccc(OC)c(OC)c2)cc1OC (centres undefined)	-1	-1	0.1	11	3	-7	-9	-8
C=CCNC(=O)c1ccc(C2SCC(=O)N2Cc2ccco2)cc1 (centres undefined)	0	-2	-4.8	·	·	0	-40	·
COc1ccc(OC)c(NC(=O)CSc2nc3n[nH]c(C)c3c(=N)n2-c2cccc(Cl)c2C)c1	-3	0	22	-4	-2	1	4	-6
Cc1csc(CNc2ncnc3ccc(-c4cccnc4)cc23)c1	2	-1	-0.1	1	0	-1	-16	-2
COc1ccc(NC(=O)CN(c2ccccc2OC)S(=O)(=O)c2cccs2)cc1Cl	-10	-1	-0.4	-2	0	3	-16	-4
OCC[C@@H]1C[C@H](O)[C@@H](O)[C@]2(OCCc3cc(C(F)(F)F)ccc32)O1	·	2	-2.9	-16	9	3	10	6

Going on with the list:
SMILES	ARNT-TACC3 inh	Casp6 inh	E-sel inducer	RAD54 inh	PglD DTNB	ERp5 block	RAD52 inh	esBAF inh
COc1ccc(N(C)S(=O)(=O)c2cccc(C(=O)NCC3CCCCC3)c2)cc1	0	0	?	·	·	-2	-2	·
O=C(Nc1cccc(-n2cnnn2)c1)c1ccc(C(F)(F)F)cc1	1	2	0.9	3	1	-3	-25	2
CC(=O)N1CCC[C@H]1C(=O)O	-1	1	3.2	·	·	-1	-2	2
C[C@@H]1CCCCO[C@@H](CN(C)S(=O)(=O)c2ccccc2)[C@@H](C)CN([C@@H](C)CO)C(=O)c2cc(NS(=O)(=O)c3cccs3)ccc2O1	-7	2	·	4	-1	3	12	10
COC(=O)c1ccc(CSc2nnc(-c3c[nH]c4ccccc34)n2-c2ccccc2)cc1	-3	-2	0.9	·	·	0	1	·
O=C(Nc1ccccc1)C1CCN(S(=O)(=O)c2cccs2)CC1	-16	1	·	-1	2	1	-7	5
COc1ccc(NC(=O)CN(c2ccc(OC)c(Cl)c2)S(=O)(=O)c2ccccc2)c(OC)c1	2	2	·	-18	1	-3	-13	-10
COc1ccc2nc3cc(Cl)ccc3c(Nc3cc(CN4CCCC4)c(O)c(CN4CCCC4)c3)c2n1	·	5	1.2	124*	7	5	101*	5
Cc1nc2ccc(NC(=O)CSc3ccccc3)cc2s1	-17	4	0.5	1	3	2	0	54*
O=C(CN1C(=O)CSc2ccc(S(=O)(=O)N3CCCCCC3)cc21)NCCc1ccccc1	-3	-3	-1.8	-2	1	2	-165	7
Cc1ccc(C(C(=O)NC2CCCC2)N(C(=O)CNC(=O)c2cccs2)c2cccnc2)o1 (centres undefined)	-3	·	·	-7	4	·	·	0
COc1ccc(C/C(O)=C(\C#N)c2nc3ccccc3[nH]2)cc1OC	0	·	·	0	-30	·	·	0
COC(=O)c1cccc2nc3c(C(C)O)cccc3nc12 (centres undefined)	0	1	·	3	-4	7	-12	11
CCOC(=O)c1c(C)sc2c1N(C(=O)CN(CC)CC)c1ccccc1S2	1	·	·	3	0	·	·	-6
